Assay outcomes: PubChem BioAssay, Broad Institute
NFkB binder: NF-kappa-B p105 (human) binding | P19838 | Small molecule microarray, anti-His fluorescence binding | calls only | 17,000 tested, 1.3% active;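 active = spot fluorescence over background significantly raised, with a chance value under 7% in all four replicate spots of the compound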;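 note: probe protein is his-tagged human p50 processed subunit at 1 µg/ml; raw spot fluorescence signals with no normalization applied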
Target sequence (P19838 1-433 limits assumed): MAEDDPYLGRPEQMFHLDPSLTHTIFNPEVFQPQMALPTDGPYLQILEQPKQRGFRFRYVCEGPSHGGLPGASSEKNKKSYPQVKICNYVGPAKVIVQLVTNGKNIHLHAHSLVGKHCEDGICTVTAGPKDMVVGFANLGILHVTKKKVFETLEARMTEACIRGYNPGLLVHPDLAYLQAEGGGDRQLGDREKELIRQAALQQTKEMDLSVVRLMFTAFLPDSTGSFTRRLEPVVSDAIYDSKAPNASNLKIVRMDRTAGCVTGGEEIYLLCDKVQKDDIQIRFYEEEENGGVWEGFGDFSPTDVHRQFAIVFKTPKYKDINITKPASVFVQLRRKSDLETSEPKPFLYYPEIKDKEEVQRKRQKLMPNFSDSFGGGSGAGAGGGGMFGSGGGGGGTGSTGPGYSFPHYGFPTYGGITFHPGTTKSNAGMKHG
Calls only; i = inactive; + = active, no number. The list is partial; count on the stated rates, not on these rows.

COc1ccccc1CN1C(=O)c2ccccc2[C@](Cc2ccccc2I)(C(=O)NCC(C)C)[C@@H]1c1ccc(CO)cc1
  NFkB binder = i

COC(=O)c1sc(NC(=S)Nc2cccc(Cn3cc(Cl)cn3)c2)c(C(=O)OC)c1C
  NFkB binder = i

COc1ccc(CN(C)C[C@H]2OCCCC[C@H](C)Oc3ccc(NC(=O)Nc4c(C)noc4C)cc3C(=O)N([C@@H](C)CO)C[C@@H]2C)cc1
  NFkB binder = i

CC(=O)NCCc1nc2cc([N+](=O)[O-])ccc2n1C
  NFkB binder = i

COc1ccc(S(=O)(=O)N(C)C[C@@H]2Oc3c(NS(=O)(=O)c4ccccc4)cccc3C(=O)N([C@@H](C)CO)C[C@@H]2C)cc1
  NFkB binder = i

Cc1cc(C(=O)Nc2cccc3c2O[C@@H](CN(C)C(=O)Nc2ccccc2)[C@H](C)CN([C@@H](C)CO)C3=O)n(C)n1
  NFkB binder = i

CCc1cc(C(=O)OC)c(NC(=O)CC2NCCNC2=O)s1 (configuration not stated)
  NFkB binder = i

COc1ccc(CN(C)C[C@H]2Oc3c(NC(=O)Nc4ccc(OC)cc4)cccc3C(=O)N([C@@H](C)CO)C[C@H]2C)cc1
  NFkB binder = i

COC(=O)/C=C(\C)CCC1(C)C(C)CCC2(C)C(C)=CC(=O)CC21 (configuration not stated)
  NFkB binder = i

Cc1noc(C)c1NC(=O)Nc1ccc2c(c1)C(=O)N([C@H](C)CO)C[C@H](C)[C@H](CN(C)C)OCCCC[C@@H](C)O2
  NFkB binder = i

C[C@H](CO)N1C[C@H](C)[C@H](CN(C)C)Oc2ncc(-c3ccccc3)cc2C1=O
  NFkB binder = i

COc1ccc(NC(=O)Nc2ccc3c(c2)C(=O)N([C@H](C)CO)C[C@H](C)[C@H](CN(C)S(=O)(=O)c2ccc(OC)cc2)O3)cc1
  NFkB binder = i

COc1ccc(CN(C)C[C@@H]2Oc3ccc(NC(=O)Nc4ccc(F)cc4)cc3C(=O)N([C@@H](C)CO)C[C@H]2C)cc1
  NFkB binder = i

CC(=O)Nc1ccc(S(=O)(=O)Nc2cccc(N(C)S(C)(=O)=O)c2)cc1
  NFkB binder = i

C[C@H]1CN([C@@H](C)CO)C(=O)c2cccc(NS(=O)(=O)c3ccc(Cl)cc3)c2O[C@H]1CN(C)CC1CC1
  NFkB binder = i

C[C@H](CO)N1C[C@H](C)[C@@H](CN(C)CC2CC2)Oc2c(NC(=O)Nc3cccc4ccccc34)cccc2C1=O
  NFkB binder = i

C[C@H]1CN([C@@H](C)CO)C(=O)c2cc(NC(=O)Nc3ccc(F)cc3)ccc2O[C@H]1CN(C)C
  NFkB binder = i

C[C@H](CO)N1C[C@H](C)[C@@H](CN(C)Cc2ccccc2)Oc2ccc(NC(=O)CCCN(C)C)cc2CC1=O
  NFkB binder = i

C[C@@H]1CN([C@@H](C)CO)C(=O)Cc2cc(NC(=O)NC3CCCCC3)ccc2O[C@H]1CN(C)Cc1ccc(-c2ccccc2)cc1
  NFkB binder = i

NC(=O)[C@H]1[C@@H]2C(=O)O[C@@H](c3ccccc3)[C@@H](c3ccccc3)N2[C@@H](c2ccc(O)cc2)[C@]12C(=O)Nc1ccccc12
  NFkB binder = i

C[C@@H]1CCCCO[C@@H](CN(C)S(=O)(=O)c2cccs2)[C@@H](C)CN([C@@H](C)CO)C(=O)c2cc(NC(=O)c3ccncc3)ccc2O1
  NFkB binder = i

OC(CSc1nc(-c2ccccc2)c(-c2ccccc2)o1)CC(O)c1ccccc1 (configuration not stated)
  NFkB binder = i

COC(=O)c1cc(C(=O)NCc2ccccn2)cc([N+](=O)[O-])c1
  NFkB binder = i

Cc1ccnc(SCC(=O)Nc2ccc(Br)cc2F)n1
  NFkB binder = i

COc1cc(C2c3cc(O)c(OC)cc3CC(CO)C2CO[C@@H]2O[C@H](CO)[C@@H](O)[C@H](O)[C@H]2O)ccc1O (some centres not stated)
  NFkB binder = i

CNC[C@H]1Oc2ccc(NC(=O)CCCN(C)C)cc2C(=O)N([C@@H](C)CO)C[C@@H]1C
  NFkB binder = i

C/C=C(\C)C(=O)OC(/C=C/C(O)C(C)O)C1C=CC(=O)O1 (configuration not stated)
  NFkB binder = i

Cc1ccc(NC(=O)c2ccco2)c(NC(=O)CN2C(=O)c3ccccc3C2=O)c1
  NFkB binder = i

Cc1noc(C)c1S(=O)(=O)N(C)C[C@H]1Oc2c(NC(=O)c3nc4ccccc4s3)cccc2C(=O)N([C@@H](C)CO)C[C@H]1C
  NFkB binder = i

COc1ccc(-c2c(O)c3c(OC)c4c(cc3oc2=O)OC(C)(C)C=C4)cc1
  NFkB binder = i

CCO[C@@H]1OC(C(=O)N2CCN(Cc3ccc4c(c3)OCO4)CC2)=C[C@H](c2csc3ccccc23)[C@H]1CCCO
  NFkB binder = i

CS(=O)(=O)N1CCN(C(=S)NCc2ccco2)CC1
  NFkB binder = i

CNC[C@@H]1Oc2ccc(NC(=O)CCN3CCOCC3)cc2CC(=O)N([C@@H](C)CO)C[C@@H]1C
  NFkB binder = i

Cc1noc(C)c1S(=O)(=O)Nc1ccc2c(c1)C(=O)N([C@@H](C)CO)C[C@H](C)[C@@H](CN(C)Cc1ccc(Cl)c(Cl)c1)OCCCC[C@H](C)O2
  NFkB binder = i

CNC[C@H]1Oc2ccc(NS(=O)(=O)c3cccs3)cc2CC(=O)N([C@H](C)CO)C[C@@H]1C
  NFkB binder = i

Cn1c(=O)[nH]c(=O)c2c1ncn2CCNCc1ccco1
  NFkB binder = i

COc1ccc(NC(=O)CSc2nnc(-c3cccs3)n2-c2ccc(F)cc2)cc1
  NFkB binder = i

CS(=O)(=O)Nc1c(O)ccc2c1CCCC2C1=NCCN1 (configuration not stated)
  NFkB binder = i

CCN(CC)CCCCC1CCN(CC(=O)N2c3ccccc3C(=O)Nc3cccnc32)CC1
  NFkB binder = i

COc1ccccc1C1=NOC(Cn2c(NCc3ccccc3)nc3c2c(=O)n(C)c(=O)n3C)C1 (configuration not stated)
  NFkB binder = i

COc1ccc(S(=O)(=O)N(C)C[C@@H]2Oc3ccc(NC(=O)Cc4ccccc4)cc3C(=O)N([C@@H](C)CO)C[C@@H]2C)cc1
  NFkB binder = i

CC1=C(/C=C/C(C)=C\C=C\C(C)=C\C(=O)O)C(C)(C)CCC1
  NFkB binder = i

CN1C(=O)N[C@@H]2c3ccccc3O[C@@]1(C)[C@@H]2CO[Si](C)(C)C(C)(C)C
  NFkB binder = i

COC(=O)c1ccc(OCC(=O)Nc2ccsc2C(=O)OC)cc1
  NFkB binder = i

Cc1nn(-c2ccccc2)c(C)c1NC(=O)COc1ccc2ccccc2c1
  NFkB binder = i

Five structures already listed, ordered by formula weight, rising.
CC1=C(/C=C/C(C)=C\C=C\C(C)=C\C(=O)O)C(C)(C)CCC1
  NFkB binder = i

CS(=O)(=O)Nc1c(O)ccc2c1CCCC2C1=NCCN1 (configuration not stated)
  NFkB binder = i

CN1C(=O)N[C@@H]2c3ccccc3O[C@@]1(C)[C@@H]2CO[Si](C)(C)C(C)(C)C
  NFkB binder = i

COc1ccc(NC(=O)CSc2nnc(-c3cccs3)n2-c2ccc(F)cc2)cc1
  NFkB binder = i

CCO[C@@H]1OC(C(=O)N2CCN(Cc3ccc4c(c3)OCO4)CC2)=C[C@H](c2csc3ccccc23)[C@H]1CCCO
  NFkB binder = i

Random excerpt: 5 compounds from above
CS(=O)(=O)N1CCN(C(=S)NCc2ccco2)CC1
  NFkB binder = i

CC1=C(/C=C/C(C)=C\C=C\C(C)=C\C(=O)O)C(C)(C)CCC1
  NFkB binder = i

COc1ccc(S(=O)(=O)N(C)C[C@@H]2Oc3ccc(NC(=O)Cc4ccccc4)cc3C(=O)N([C@@H](C)CO)C[C@@H]2C)cc1
  NFkB binder = i

CN1C(=O)N[C@@H]2c3ccccc3O[C@@]1(C)[C@@H]2CO[Si](C)(C)C(C)(C)C
  NFkB binder = i

CCN(CC)CCCCC1CCN(CC(=O)N2c3ccccc3C(=O)Nc3cccnc32)CC1
  NFkB binder = i

Going on with the list:
molecule	NFkB binder
C[C@@H]1CCCCO[C@@H](CN(C)C(=O)c2ccncc2)[C@@H](C)CN([C@H](C)CO)C(=O)c2cc(NC(=O)CCC(F)(F)F)ccc2O1	i
C[C@@H]1CCCCO[C@@H](CN(C)C)[C@@H](C)CN([C@H](C)CO)C(=O)c2cc(NC(=O)c3ccncc3)ccc2O1	i
COC(=O)Cc1c(C)c2c(OCC(N)=O)cc(C)cc2oc1=O	i
COC(=O)c1ccc(C)c(NC(=O)CN(c2ccc(F)cc2)S(C)(=O)=O)c1	i
CC(C)NC(=O)Nc1ccc2c(c1)C(=O)N([C@H](C)CO)C[C@H](C)[C@@H](CN(C)C)OCCCC[C@H](C)O2	i
COC(=O)c1ccc(COc2ccc3c(C)cc(=O)oc3c2)o1	i
[N-]=[N+]=NCc1ccccc1C[C@]1(C(=O)N2CCOCC2)COC(c2ccc(OCCCO)cc2)=N1	i
C[C@H](CO)N1C[C@H](C)[C@@H](CN(C)C)OCCCC[C@H](C)Oc2ccc(N(C)C)cc2C1=O	i
Cc1ccc(S(=O)(=O)Nc2ccc3c(c2)C(=O)N([C@@H](C)CO)C[C@@H](C)[C@@H](CN(C)S(=O)(=O)c2ccc(F)cc2)O3)cc1	i
C[C@@H]1CCCCO[C@H](CN(C)S(=O)(=O)c2cccs2)[C@H](C)CN([C@H](C)CO)C(=O)c2cc(NS(C)(=O)=O)ccc2O1	i
Cc1ccc(S(=O)(=O)N(C)C[C@@H]2Oc3c(NS(=O)(=O)c4cccs4)cccc3C(=O)N([C@H](C)CO)C[C@@H]2C)cc1	i
CCn1c(SCC(=O)Nc2ccccc2OC)nnc1-c1ccncc1	i
Cc1noc(C)c1NC(=O)N(C)C[C@H]1Oc2ccc(NC(=O)CCCN(C)C)cc2C(=O)N([C@@H](C)CO)C[C@@H]1C	i
C[C@@H]1CN([C@@H](C)CO)C(=O)c2cccc(NC(=O)NC3CCCCC3)c2O[C@H]1CN(C)Cc1ccncc1	i
C[C@@H]1CCCCO[C@@H](CN(C)C(=O)CCC(F)(F)F)[C@@H](C)CN([C@H](C)CO)C(=O)c2cc(NC(=O)CCC(F)(F)F)ccc2O1	i
C[C@@H]1CN([C@H](C)CO)C(=O)c2cc(NS(=O)(=O)c3cccs3)ccc2O[C@@H](C)CCCCO[C@H]1CN(C)Cc1ccccc1	i
O=C1C(=O)C(C2CCC(c3ccc(Cl)cc3)CC2)C(=O)c2ccccc21 (configuration not stated)	i
CC1(C)Cc2ccccc2-c2nc(NCCCO)n(-c3ccccc3)c(=O)c21	i
C[C@H]1CN([C@@H](C)CO)C(=O)c2cc(N(C)C)ccc2O[C@H]1CN(C)S(=O)(=O)c1ccccc1	i
COC(=O)c1c(NC(=O)CC2Sc3ccccc3NC2=O)sc(C)c1C (configuration not stated)	i
COc1ccccc1-c1cc(C(F)(F)F)nc(S(=O)(=O)CCCC(=O)N2CCOCC2)n1	i
COc1ccc(C(=O)CSc2nc(C)cc(=O)[nH]2)cc1C	i
C[C@H](CO)N1C[C@H](C)[C@H](CN(C)C)OCCCC[C@H](C)Oc2ccc(NS(=O)(=O)c3cn(C)cn3)cc2C1=O	i
CN1CCCN(C(c2ccccc2)c2ccc(Cl)cc2)CC1 (configuration not stated)	i
C[C@H]1CN([C@@H](C)CO)C(=O)c2cc(NS(=O)(=O)c3ccccc3)ccc2O[C@@H]1CN(C)C(=O)Nc1ccc(C(F)(F)F)cc1	i
Cc1ccc(S(=O)(=O)Nc2ccc3c(c2)C(=O)N([C@H](C)CO)C[C@@H](C)[C@H](CN(C)C(=O)NC2CCCCC2)OCCCC[C@H](C)O3)cc1	i
Cc1ccc(N(C(C)C(=O)Nc2c(C)cccc2C)S(C)(=O)=O)cc1 (configuration not stated)	i
C[C@@H]1CN([C@@H](C)CO)C(=O)c2cccc(NS(C)(=O)=O)c2O[C@@H]1CN(C)Cc1ccc2c(c1)OCO2	i
CN(CC(=O)Nc1cc(Cl)ccc1O)S(=O)(=O)c1ccc(Cl)cc1	i
C[C@H]1CN([C@@H](C)CO)C(=O)Cc2cc(NS(C)(=O)=O)ccc2O[C@@H]1CN(C)C(=O)Nc1ccccc1	i
CC(C)C(NCCC(O)c1ccc(Br)cc1)C(=O)O (configuration not stated)	i
COc1ccc(CN(C)C[C@@H]2Oc3ccc(NC(=O)Cc4cn(C)c5ccccc45)cc3CC(=O)N([C@H](C)CO)C[C@@H]2C)cc1	i
C[C@@H]1CN([C@@H](C)CO)C(=O)Cc2cc(N(C)C)ccc2O[C@@H]1CN(C)C(=O)Nc1ccccc1	i
COc1ccc(CNc2nc(SC)n[nH]2)cc1OC	i
CC(=O)n1cc([C@H]2C=C(C(=O)N3CCN(Cc4ccc5c(c4)OCO5)CC3)O[C@@H](OCc3ccc(CO)cc3)C2)c2ccccc21	i
C[C@@H]1CN([C@H](C)CO)C(=O)Cc2cc(NC(=O)CCN3CCOCC3)ccc2O[C@H]1CN(C)C(=O)Nc1ccccc1	i
C[C@@H]1CN([C@H](C)CO)C(=O)c2cccc(NC(=O)c3ccncc3)c2O[C@@H]1CN(C)S(=O)(=O)c1cn(C)cn1	i
C[C@H]1CN([C@@H](C)CO)C(=O)CCCn2cc(nn2)CO[C@@H]1CN(C)C(=O)Nc1ccc2c(c1)OCO2	i
CN1C(=O)N[C@@H]2c3ccccc3O[C@@]1(C)[C@@H]2COC(=O)c1ccccc1	i
CCOC(=O)c1c(NC(=O)C2C3C=CC(C3)C2(C)C(=O)O)sc2c1CCCC2 (configuration not stated)	i
CNC[C@H]1Oc2ccc(NC(=O)Nc3ccc(F)cc3)cc2C(=O)N([C@H](C)CO)C[C@@H]1C	i
CC(C)NC(=O)Nc1ccc2c(c1)C(=O)N([C@@H](C)CO)C[C@H](C)[C@@H](CN(C)Cc1ccccc1)OCCCC[C@H](C)O2	+
Cc1ccnc(NS(=O)(=O)c2cc([N+](=O)[O-])ccc2C)c1	i
CC(C)NC(=O)Nc1ccc2c(c1)C(=O)N([C@@H](C)CO)C[C@@H](C)[C@@H](CN(C)Cc1ccc(C(=O)O)cc1)OCCCC[C@@H](C)O2	i
C[C@@H]1CN([C@@H](C)CO)C(=O)c2cccc(NC(=O)c3ccncc3)c2O[C@H]1CN(C)Cc1ccc(C(F)(F)F)cc1	i
C[C@@H]1CN([C@H](C)CO)C(=O)CCCn2cc(nn2)CO[C@H]1CN(C)C(=O)C1CC1	i
